Assay outcomes: PubChem BioAssay, several laboratories
TNFa cytotox – HUVEC cytotoxicity counter-screen, TNF alpha stimulated. HUVEC TNFalpha-stimulated, Hoechst cell count, imaging. cell count reduction, % at 2 µM. actives 0.17% (n = 93,000);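 active means cell count reduction exceeding the screen mean by over 5 SD, scaled to untreated wells per plate, cut at about 78% in these data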;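 further: cells counted after 24 h of TNF alpha exposure following the 1 h pretreatment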
IL1B cytotox – HUVEC cytotoxicity counter-screen, IL-1B stimulated; HUVEC cell count loss, Hoechst imaging; cell count reduction, % at 2 µM; actives 0.41% (n = 94,000); AID 845;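 active means cell count reduction more than 3 SD above the screen-wide mean, cut at about 70% in these data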;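 further: normalized per plate to untreated control cells as the no-loss baseline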
CYP2C9 activ – CYP2C9 (human) activation; actives 1.4% (n = 96,000); activation factor at 5 µM; recombinant CYP2C9, luciferin-H conversion, luminescence; hits give high values; factor 1 = untreated enzyme, 0 = blocked; P11712;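 active means activation factor of 2 or more for CYP2C9 at a 5 µM dose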;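 further: 0 = sulfaphenazole-blocked wells and 1 = vehicle-only wells; values of inactives mirror those of a sister screen read the other way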
VCAM1 TNFa inh – reduces TNF alpha induced VCAM1 expression in HUVEC; actives 0.48% (n = 95,000); inhibition, % at 2 µM; HUVEC TNFa-induced VCAM-1 immunofluorescence, high-content imaging; AID 802;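 active means inhibition above the batch mean plus 3 SD, with images confirmed as a hit by eye, cut at about 37% in these data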;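 further: 0% = TNF-stimulated DMSO wells and 100% = unstimulated control wells; not every result past the cut was called active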
CYP2C19 inhib – blocks human cytochrome P450 2C19; actives 21% (n = 96,000); P33261; AID 778; CYP2C19 Supersomes, luciferin-H EGE luminescence, 30 min; inhibition, % at 5 µM;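 active means CYP2C19 inhibition above a set limit at 5 µM in the primary screen, cut at about 50% in these data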;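 further: plate controls were negative control wells for no effect and 2.5 mM tranylcypromine positive control for full effect; values of inactives mirror those of a sister screen read the other way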
Target sequence (P33261 whole entry, looked up): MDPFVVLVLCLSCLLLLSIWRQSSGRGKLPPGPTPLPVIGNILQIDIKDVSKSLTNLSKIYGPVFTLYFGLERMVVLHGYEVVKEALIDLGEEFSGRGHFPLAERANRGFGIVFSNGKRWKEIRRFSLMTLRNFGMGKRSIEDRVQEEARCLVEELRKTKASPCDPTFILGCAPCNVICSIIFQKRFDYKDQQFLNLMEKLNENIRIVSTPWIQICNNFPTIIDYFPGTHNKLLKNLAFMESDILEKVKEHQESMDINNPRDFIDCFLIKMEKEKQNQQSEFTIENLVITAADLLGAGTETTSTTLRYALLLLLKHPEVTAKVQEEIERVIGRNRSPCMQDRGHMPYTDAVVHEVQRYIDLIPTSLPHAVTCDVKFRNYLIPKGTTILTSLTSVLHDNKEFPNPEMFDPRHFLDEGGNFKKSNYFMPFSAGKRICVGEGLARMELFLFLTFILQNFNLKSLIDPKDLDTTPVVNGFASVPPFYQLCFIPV
Calb biofilm kill – kills Candida albicans biofilms | C. albicans biofilm + clotrimazole, Alamar Blue | inhibition, % at 6 µM | actives 0.14% (n = 85,000);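 active means inhibition above 20%; inactive means inhibition below 20%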;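 further: preformed 24 hr biofilms exposed to compound for 48 hr; 0% = biofilm without compound and 100% = blank killed by clotrimazole plus chlorhexidine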
CYP2C9 inhib – blocks human cytochrome P450 2C9; CYP2C9 Supersomes, luciferin-H conversion, luminescence; inhibition, % at 5 µM; actives 20% (n = 96,000); AID 777;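 active means blocking of liver enzyme CYP2C9 beyond about 50% at 5 µM, limit read from the data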; further: values of inactives mirror those of a sister screen read the other way
hDAT+cocaine – changed human dopamine transporter uptake under cocaine IC80; Q01959; LLC-PK1 hDAT cells, [14C]-dopamine uptake with cocaine IC80; actives deviate in either direction; B-score at 10 µM; actives 1.3% (n = 110,000); AID 449768;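 active means Z score or B-score, a plate-position-corrected score, falls beyond the plate's 99.7% confidence bounds, in either direction; inactive means both scores lie inside the 99.7% bounds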;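 further: scored against the spread of the other compound wells on the same plate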
Target sequence (Q01959 whole entry, looked up): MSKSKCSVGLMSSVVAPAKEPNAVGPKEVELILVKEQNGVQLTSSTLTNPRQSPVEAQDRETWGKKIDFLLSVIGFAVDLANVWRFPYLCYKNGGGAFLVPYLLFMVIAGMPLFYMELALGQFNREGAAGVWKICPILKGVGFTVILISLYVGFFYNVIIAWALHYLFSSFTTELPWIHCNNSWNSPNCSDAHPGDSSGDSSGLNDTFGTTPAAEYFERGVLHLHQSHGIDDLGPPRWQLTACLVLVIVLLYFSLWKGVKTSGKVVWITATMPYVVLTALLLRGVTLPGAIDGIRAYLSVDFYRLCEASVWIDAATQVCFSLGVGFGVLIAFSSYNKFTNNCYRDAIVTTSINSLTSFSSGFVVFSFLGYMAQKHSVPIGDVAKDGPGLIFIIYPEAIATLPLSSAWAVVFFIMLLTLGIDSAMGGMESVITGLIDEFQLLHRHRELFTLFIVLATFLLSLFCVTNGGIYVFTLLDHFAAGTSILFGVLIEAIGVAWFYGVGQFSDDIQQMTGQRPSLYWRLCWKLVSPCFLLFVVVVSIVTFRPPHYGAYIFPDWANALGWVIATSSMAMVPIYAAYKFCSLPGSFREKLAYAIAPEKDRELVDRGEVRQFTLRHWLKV
CYP2C19 activ – cytochrome P450 2C19 (human) activation; P33261; 96,000 tested, under 10 active; activation factor at 5 µM; recombinant CYP2C19, luciferin-H EGE luminescence; hits give high values; 0 = fully inhibited enzyme, 1 = untreated enzyme;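 active means activation factor of at least 2 at 5 µM in the primary screen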;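 further: 0 = wells with 2.5 mM tranylcypromine and 1 = vehicle-only wells; values of inactives mirror those of a sister screen read the other way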
* = called active by the depositor; x = not tested or not shown. Compounds as they come; 29% or so of the library scored in one or more.

Every second line gives: CYP2C9 inhib	CYP2C19 activ	VCAM1 TNFa inh	CYP2C9 activ	TNFa cytotox	hDAT+cocaine	CYP2C19 inhib	IL1B cytotox	Calb biofilm kill
CCC(CO)Nc1ncnc2c1cnn2-c1ccc(OC)cc1 (stereo unspecified)
→ 17.1	0.8	0.3	0.8	-32.4	-0.775	19.0	7.2	2.0
Cc1cc(C)nc(N2C(=O)CC(C(=O)O)NC2=NCCc2c[nH]c3ccccc23)n1 (stereo unspecified)
→ 3.7	1	11.1	1	-7.1	-0.0456	1.5	5.3	3.2
O=C(CN1CCC(NC(=O)c2cccc(F)c2)CC1)NCc1ccccc1F
→ 0.8	0.9	15.2	1	0.0	x	8.5	25.7	-6.1
CC1CCN(S(=O)(=O)c2ccc(NC(=O)CN3CCCC(C)C3)cc2)CC1 (stereo unspecified)
→ 26.9	0.9	9.5	0.7	-27.7	1.3	13.5	-5.4	3.6
c1ccc(-n2ncc3c(NCCN4CCOCC4)ncnc32)cc1
→ 51.9*	0.7	1.7	0.5	-31.2	-1.43	28.6	-27.2	7.5
Cc1ccc(C)c(NS(=O)(=O)c2cc(C(=O)NCCC3=CCCCC3)ccc2C)c1
→ 23.9	1.1	2.1	0.8	0.6	-0.307	-5.3	-36.7	x
CNC(=O)CN(c1cccc(Br)c1)S(C)(=O)=O
→ -21.6	0.9	8.2	1.2	-10.5	-1.33	5.0	20.0	1.7
COC(=O)c1sccc1NC(=O)c1ccc(Cl)s1
→ 3.3	0.7	34.7	1	-20.0	0.103	27.6	3.1	5.8
O=C(CN1CCN(c2ccccc2)CC1)Nc1ccc(-n2cnnn2)cc1
→ -14.5	1.1	1.3	1.1	12.5	-0.0331	-14.2	-3.0	x
CCn1c(SCC(=O)N2CCc3ccccc3C2)nc2c1c(=O)n(C)c(=O)n2C
→ -13.1	0.9	15.0	1.1	-21.3	-1.1	10.2	-51.2	9.9
Cc1nc2ccccc2c2c1C(=O)N(C)C2=O
→ 4.3	1.1	-8.1	1	-3.7	-0.805	-8.4	-3.5	1.2
COc1cc(S(=O)(=O)N2CCCCC2)ccc1NC(=O)Cc1ccccc1
→ 49.7	1.2	35.6	0.5	4.1	0.507	-24.5	0.0	-2.3
N=c1sccn1CC(=O)Nc1ccc2c(c1)CCC2
→ -0.9	1	12.2	1	-11.8	0.649	4.8	-15.2	5.2
O=C(NCc1ccc(F)cc1)c1cnc(-c2ccccn2)nc1C(F)(F)F
→ 13.8	1	4.8	0.9	-8.2	0.00124	-1.4	13.2	7.1
COC(=O)C1(C(F)(F)F)N=C(N(C)C)OC(N(C)C)=N1
→ 2.9	1	17.9	1	-10.9	0.14	1.4	9.4	3.5
CCN(C(=O)COC(=O)c1c(-c2ccccc2)noc1C)C1CCS(=O)(=O)C1 (stereo unspecified)
→ 1.1	0.9	5.6	1	-37.1	-0.891	13.5	8.5	9.4
O=C(NC1CCC(O)CC1)c1ccc(S(=O)(=O)NCc2ccco2)cc1 (stereo unspecified)
→ 5.0	1.1	9.9	0.9	-20.0	0.0085	-9.0	-10.4	8.5
Cc1cc(C[n+]2ccccc2)c2nsnc2c1
→ -18.5	0.7	3.9	1.2	-26.1	-0.153	28.4	-31.9	3.5
COC(=O)Cn1cnc2c1c(=O)n(C)c(=O)n2C
→ x	x	-8.2	x	x	-0.299	x	-7.8	2.5
CCS(=O)(=O)Nc1ccc(-c2nnc(SCC(=O)c3cccc(OC)c3)o2)cc1
→ 9.5	1.2	-14.7	0.9	-12.8	1.12	-16.7	-21.8	6.4

(cont.)
Every second line gives: CYP2C9 inhib	CYP2C19 activ	VCAM1 TNFa inh	CYP2C9 activ	TNFa cytotox	hDAT+cocaine	CYP2C19 inhib	IL1B cytotox	Calb biofilm kill
Cc1ccccc1NC(=O)c1c(O)c2cccc3c2n(c1=O)CC3
→ 11.5	0.9	x	0.9	x	x	6.0	x	6.5
CC(C)(C)c1ccc(NC(=O)CC2(C(F)(F)F)OCCO2)cc1
→ -18.9	1.1	2.7	1.2	-1.8	-1.57	-5.7	2.8	8.2
Cc1nn(C)c(C)c1S(=O)(=O)N1CCCC(C(=O)NCCc2ccc(Cl)cc2)C1 (stereo unspecified)
→ -13.3	0.9	x	1.1	x	-0.41	7.2	x	5.9
Cc1cnc(Nc2nc3ccccc3o2)nc1C(=O)Nc1cccc(C(F)(F)F)c1
→ 17.6	1	1.8	0.8	-24.1	-0.285	3.2	-11.1	7.2
COCCn1c(SCc2nc3cc(OC)c(OC)cc3c(=O)[nH]2)nnc1-c1ccncc1
→ -18.5	1.1	-5.4	1.2	-3.6	0.0339	-13.4	x	0.1
Cc1n[nH]c(=O)nc1NCC1CCCO1 (stereo unspecified)
→ -7.1	1.1	-10.8	1.1	11.6	-0.0187	-8.2	-12.2	2.4
Cc1ccc(N2C(=O)N(CC(=O)NCc3ccc(Cl)cc3)C(=O)C2C)cc1 (stereo unspecified)
→ 22.3	0.3	9.2	0.8	-18.6	1.16	73.8*	-8.9	8.1
CC(=O)OCC(=O)c1ccc2ccn(C(C)=O)c2c1
→ x	x	0.3	x	-17.1	-0.692	x	-3.9	7.0
Cc1c(Nc2c3c(c(C#N)c4nc5ccccc5n24)CCC3)c(=O)n(-c2ccccc2)n1C
→ 14.4	1	4.3	0.9	44.7	-0.649	-1.8	-9.0	x
Cc1cccc(-n2nc3c(c2NC(=O)c2ccc(S(=O)(=O)N4CCOCC4)cc2)CSC3)c1C
→ 17.0	0.9	-12.9	0.8	-31.9	x	6.9	-121.5	-0.9
CCOc1cc(S(=O)(=O)NC2CCCCC2)ccc1F
→ 59.5*	0.2	22.2	0.4	9.7	0.201	79.5*	11.0	-2.4
CC(=O)c1c(O)cc(C)n(Cc2ccccc2)c1=O
→ x	x	-19.8	x	3.8	-0.617	x	1.7	x
CCCn1cc(NC(=O)C2CC(c3cccc(Br)c3)=NO2)cn1 (stereo unspecified)
→ -38.2	0.6	1.5	1.4	-6.8	1.67	42.5	-140.0	13.0
C=CCOc1ccc(/C(O)=C2/C(=O)C(=O)N(CCCn3ccnc3)C2c2cccs2)cc1 (stereo unspecified)
→ 38.2	0.7	8.6	0.6	-24.5	0.335	31.4	-41.1	9.7
CCC(C)Sc1nc2c(c(=O)[nH]c(=O)n2C)n1C (stereo unspecified)
→ -5.7	1.1	-0.2	1.1	-9.0	-0.501	-5.8	90.7*	1.6
Cc1cc(NS(=O)(=O)c2ccc(NC(=O)c3cnc4scc(C)n4c3=O)cc2)nc(C)n1
→ 23.6	1.2	x	0.8	x	0.463	-19.1	x	10.0
Cc1cccn2c(=O)c(C=NCCO)c(NCc3ccco3)nc12
→ 2.1	1	-15.9	1	-0.9	-1.35	4.7	-4.7	x
O=C(NNC(=O)c1ccc(SCC2CCCO2)c([N+](=O)[O-])c1)c1ccc(Cl)c([N+](=O)[O-])c1 (stereo unspecified)
→ 73.6*	0.9	11.4	0.3	-26.7	-0.0908	12.0	x	3.0
Oc1ccc(/C=N/NC2=NCCCCC2)c(O)c1
→ -17.7	0.9	2.6	1.2	-17.4	-0.0313	13.9	5.1	x
Cc1cccnc1NC(=O)Nc1cccc(C(F)(F)F)c1
→ -7.3	1	-1.8	1.1	-3.1	1.32	-4.2	-1.9	3.6

(continued)
Every second line gives: CYP2C9 inhib	CYP2C19 activ	VCAM1 TNFa inh	CYP2C9 activ	TNFa cytotox	hDAT+cocaine	CYP2C19 inhib	IL1B cytotox	Calb biofilm kill
O=C(Nc1cccc(C(=O)N2CCCC2)c1)c1ccccc1Cl
→ -5.0	1.1	-0.6	1.1	-4.1	1.78	-14.2	0.0	2.4
c1ccc2c(c1)oc1c(NCCN3CCOCC3)ncnc12
→ 16.2	1	1.0	0.8	-38.9	0.5	0.4	-58.0	9.6
COc1ccccc1N(C(C)=O)c1nc(C)cc(C)c1C#N
→ x	x	8.2	x	-35.2	-0.0487	x	9.6	4.1
CC1(C)NC(=O)N(CN2C(=O)NC(C)(C)C2=O)C1=O
→ 8.2	1	17.0	0.9	-17.4	-0.158	2.5	-29.2	x
CCC(C)Sc1nnc(-c2c[nH]c3ccccc23)n1CCOC (stereo unspecified)
→ -4.5	0.8	16.1	1	-16.0	0.984	15.6	21.3	3.9
O=C(CN1CCCCC1)Nc1nnc(-c2ccc([N+](=O)[O-])cc2)s1
→ 11.7	1.1	0.0	0.9	-18.8	x	-6.6	-17.8	0.6
O=C(Nc1nnc(-c2ccccc2)s1)c1ccc(Cl)c(S(=O)(=O)N2CCOCC2)c1
→ 6.9	0.9	23.5	0.9	-0.4	0.182	6.4	-8.1	2.9
CC1(C)CNC(=O)c2sc(N3CCOCC3)nc2C1
→ -21.8	1.2	7.9	1.2	-5.6	-0.102	-15.7	-52.4	7.4
CCOC(=O)c1c(COC(=O)c2ccco2)nc2ccccc2[n+]1[O-]
→ 19.4	0.9	45.8	0.8	-3.1	-0.973	13.9	-19.2	2.7
Cc1ccc(NC2=NCCC2)cc1Cl
→ x	x	0.9	x	-8.6	-0.0188	x	-30.1	-2.6
CCn1cc(C2=NOC(C(=O)O)C2)c(C)n1 (stereo unspecified)
→ 9.5	0.9	x	0.9	x	-0.913	9.0	x	x
Cc1ccccc1-n1c(-c2ccncc2)n[nH]c1=S
→ 29.0	0.5	x	0.7	x	0.384	54.4*	x	9.4
O=C(CSc1nc2c(c(=O)n1-c1ccc(Cl)cc1)SCC2)Nc1ccc2c(c1)OCCO2
→ 26.5	0.7	x	0.7	x	-0.0285	34.8	x	14.4
COc1cc(OC)c2c(N)c(C#N)c(C(F)(F)C(F)(F)F)nc2c1
→ 15.3	1	-3.9	0.8	-34.0	-0.0278	1.8	5.8	9.4
Cc1noc(C)c1CSc1nc2ccccc2c(=O)n1-c1ccccc1
→ 84.2*	0.6	-9.2	0.2	-19.6	-0.104	37.4	-0.5	x
CC(C)(C)NC(=O)C(c1ccco1)N(C(=O)c1ccc(CN2CCOCC2)o1)c1ccccc1 (stereo unspecified)
→ -4.9	1.1	x	1	x	-0.169	-6.5	18.2	2.2
COc1ccccc1-n1cnc2cc(C(=O)NC3CCCC3)ccc21
→ x	x	18.9	x	-5.7	0.611	x	x	7.9
COc1cccc(-c2csc(NC(C)=O)n2)c1
→ 23.5	0.7	11.9	0.8	3.3	-0.366	27.1	2.3	8.8
Nc1ncnc2c1CCC2
→ -0.7	1	8.9	1	-14.3	-0.38	-2.9	-47.0	8.6
O=C(OCCN1CCCC1)C1(c2ccccc2)CCCC1
→ 5.6	0.8	x	0.9	x	0.688	20.6	x	5.5

More structures.
Every second line gives: CYP2C9 inhib	CYP2C19 activ	VCAM1 TNFa inh	CYP2C9 activ	TNFa cytotox	hDAT+cocaine	CYP2C19 inhib	IL1B cytotox	Calb biofilm kill
N#CC1=C(N)NC(SCC(=O)c2ccc(Cl)cc2)=C(C#N)C12CCCC2
→ 97.1*	0	-10.2	0	x	1.1	100.4*	15.9	9.6
CCOc1ccc(S(=O)(=O)NCc2ccco2)c2ccccc12
→ -13.6	0.4	-0.1	1.1	-18.1	-0.0134	63.6*	-91.4	3.9
COC(=O)Nc1ccc(OCc2ccccc2)cc1
→ 19.5	0.5	17.7	0.8	-8.5	0.131	46.2	19.3	1.1
NC(=O)C1CCN(C(=O)c2ccc(Oc3ccccc3)cc2)CC1
→ 55.5*	0.9	-13.2	0.4	5.3	0.475	13.2	9.5	x
COc1ccc(Br)c(C(=O)Nn2c(C)nc3ccccc3c2=O)c1
→ 53.9*	1.1	12.1	0.5	-10.5	0.0649	-10.7	34.3	x
CCCCn1c(SCC(=O)N2CCCc3ccccc32)nc2c1c(=O)n(C)c(=O)n2C
→ 62.9*	0.8	-11.0	0.4	-13.8	0.982	17.5	-17.4	8.0
